High-throughput results (PubChem BioAssay)
ERAP1 HTS inh: ERAP1 (human) enzyme inhibition; Q9NZ08; recombinant ERAP1, Leu-AMC fluorescence, 60 min; inhibition, % at 10.7 µM; 0.15% of 340,000 active;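 active = mean replicate inhibition of at least 30%, or all replicates individually reaching that 30% level; inactive = mean below 30% and not every replicate reaching it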;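 note: 0% = neutral control wells and 100% = L-leucinethiol positive control wells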
Target sequence (Q9NZ08 whole entry, looked up): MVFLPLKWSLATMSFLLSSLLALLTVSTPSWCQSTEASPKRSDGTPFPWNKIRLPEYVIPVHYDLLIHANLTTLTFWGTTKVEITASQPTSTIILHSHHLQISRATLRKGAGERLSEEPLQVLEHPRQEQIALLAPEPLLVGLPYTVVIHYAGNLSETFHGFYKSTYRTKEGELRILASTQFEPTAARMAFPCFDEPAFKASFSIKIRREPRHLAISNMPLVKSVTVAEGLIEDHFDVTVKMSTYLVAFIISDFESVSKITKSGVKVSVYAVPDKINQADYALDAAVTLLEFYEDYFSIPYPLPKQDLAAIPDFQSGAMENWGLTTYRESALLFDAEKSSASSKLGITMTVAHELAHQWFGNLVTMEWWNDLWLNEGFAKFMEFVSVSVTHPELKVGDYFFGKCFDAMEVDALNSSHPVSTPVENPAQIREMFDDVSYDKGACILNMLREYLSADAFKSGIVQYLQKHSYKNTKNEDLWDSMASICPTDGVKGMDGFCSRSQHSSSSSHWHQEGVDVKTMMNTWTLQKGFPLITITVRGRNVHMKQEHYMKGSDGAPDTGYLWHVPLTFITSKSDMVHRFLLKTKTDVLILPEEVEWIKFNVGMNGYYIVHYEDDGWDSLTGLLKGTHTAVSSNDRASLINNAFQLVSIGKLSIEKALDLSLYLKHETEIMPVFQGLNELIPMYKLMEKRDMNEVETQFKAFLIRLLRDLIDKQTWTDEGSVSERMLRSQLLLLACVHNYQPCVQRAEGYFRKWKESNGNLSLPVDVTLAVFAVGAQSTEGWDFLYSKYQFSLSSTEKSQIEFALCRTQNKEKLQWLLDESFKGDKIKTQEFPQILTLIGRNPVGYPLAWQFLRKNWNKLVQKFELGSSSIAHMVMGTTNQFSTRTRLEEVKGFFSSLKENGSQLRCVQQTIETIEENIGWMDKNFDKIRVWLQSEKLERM
RAD52 inh: inhibitors of human RAD52 DNA annealing. recombinant RAD52 DNA annealing, FRET fluorescence. inhibition, % at 18.7 µM. 0.46% of 360,000 active. AID 651710;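 active = every replicate showing at least 50% inhibition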
Starred values were filed as active, the others as inactive. A portion of the library (hit frequency here may not be typical).

SMILES	ERAP1 HTS inh	RAD52 inh
CCC(CC)C(=O)Nc1ccc(C(=O)Nc2cc(C)on2)cc1	3	0
O=C(O)c1c(-n2cccc2)sc2c1CCCC2	-2	-11
Cc1cc(C(=O)N/N=C2\CC(=O)CC(C)(C)C2)c(C)n1-c1ccccc1	-6	-5
O=C1COc2ccc(C(=O)COC(=O)C3CC(O)CN3S(=O)(=O)c3ccc(Cl)cc3)cc2N1 (stereo not drawn)	2	-14
CCC(=O)Nc1cccc(C(=O)/C=C/c2ccc(F)cc2)c1	1	-7
CCCCn1c(=O)c(CCC(=O)OCC(=O)NC(C)c2ccccc2)nc2ccccc21 (stereo not drawn)	-1	-10
COCCNC(=O)NC(=O)COC(=O)c1cccn1C	5	-5
O=C(NCCO)/C(=C/c1cccc([N+](=O)[O-])c1)NC(=O)c1ccco1	2	-8
COc1ccc(NC(=O)CCCc2c[nH]c3ccccc23)cc1OC	-4	-5
Cc1ccc(C(=O)n2nc(-n3cccc3)c3c(C)cc(C)nc32)cc1	1	-3
CC(C(=O)N1CCOCCOCCOCCOCCOCC1)N1C(=O)c2ccccc2C1=O (stereo not drawn)	1	-13
CCC(C(=O)OCC(=O)NC(=O)c1ccccc1)c1ccccc1 (stereo not drawn)	-3	-10

Two of the compounds above, in markdown:
| structure | ERAP1 HTS inh | RAD52 inh |
| --- | --- | --- |
| CC(C(=O)N1CCOCCOCCOCCOCCOCC1)N1C(=O)c2ccccc2C1=O (stereo not drawn) | 1 | -13 |
| CCC(C(=O)OCC(=O)NC(=O)c1ccccc1)c1ccccc1 (stereo not drawn) | -3 | -10 |

The listing continues:
SMILES	ERAP1 HTS inh	RAD52 inh
CCC1(c2ccccc2)NC(=O)N(CC(=O)N(C)CC(=O)Nc2cccc(OC)c2)C1=O (stereo not drawn)	3	-2
CCN(CC)c1ccc(NC(=O)C2CC(=O)N(Cc3ccccc3)C2)cc1 (stereo not drawn)	-1	-6
COc1cccc(NC(=O)c2nn(-c3ccc(OC)cc3OC)c(=O)c3ccccc23)c1	-1	-7
C/C=C/c1ccc(OCC(=O)NCc2ccccc2OC)c(OC)c1	-1	-1
COc1ccc(C(=O)O)cc1N1C(=O)Nc2ccccc2N1O	-4	-8
CCC(CC)c1nc2ccccc2c(=O)[nH]1	0	-7
CN(C)c1cc(N/N=C/c2ccc(Cl)cc2)nc(N(C)C)n1	9	-9
COc1cc(NC(=O)COc2ccc(Cl)cc2)ccc1-c1cc2ccccc2oc1=O	0	-1
CCN1CCC(NC(=O)Nc2ccc(F)cc2)CC1	0	-15
CCNc1nc(NCC)n2c(SCC(=O)Nc3ccccc3Cl)nnc2n1	0	-2
Cc1cccc(Nc2c3c(nc4ncnn24)CCC3)c1	-2	-11
O=C(NC[C@H]1CC[C@H]2[C@H](CN2Cc2ccccc2F)O1)C1CCCCC1	2	-7
O=C(O)/C=C/C(=O)Nc1ccc2c(c1)C(=O)c1ccccc1C2=O	5	2
Fc1ccc(C(CNC(=S)NC2CCCCC2)N2CCOCC2)cc1 (stereo not drawn)	-3	-9
Cc1ccccc1SCCNC(=O)c1ccccc1Br	-1	-6
CN(C)S(=O)(=O)c1cccc(NC(=O)CCCc2nc3ccccc3c(=O)[nH]2)c1	0	-4
CCOc1ccc(S(=O)(=O)N2CCCCC2)cc1NC(=O)c1c(CC)noc1C	4	-1
CCCCCNCC(=O)Nc1cc(C(F)(F)F)ccc1OCCOC	1	-5
Nc1ccc(Br)cc1Br	-1	0
CC1=NN(c2ccccc2)C(=O)/C1=C\C=C1/N(C)c2ccccc2C1(C)C	3	-13
Cn1ncc(C#N)c1NC(=O)C1CC(c2ccccc2Cl)=NO1 (stereo not drawn)	12	-5
C=CCn1c(CCCOc2ccc(Cl)cc2Cl)n[nH]c1=S	1	-19
COc1cccc(NCc2ccc([N+](=O)[O-])s2)c1	-1	-6
Cc1ccc(N2CCN(CCCN3C(=O)C4CCCN4C3=O)CC2)cc1 (stereo not drawn)	-4	2
Cc1ccc(C(=O)OCC(=O)NCc2ccco2)s1	0	-18
O=Cc1c[nH]c2ccc(S(=O)(=O)N3CCOCC3)cc12	-1	-7
CCC[N+](CC#Cc1ccccc1)(CCC)CC(=O)c1ccc(Cl)cc1	4	0
COc1ccc(NC(=S)N2CCN(c3ncccn3)CC2)cc1	-3	0
Cc1ccc2nc(-c3ccccc3)cc(C(=O)NNC(=O)c3csc(N4CCOCC4)n3)c2c1	1	-8
CCN1CCN(CC(=O)N2N=C(c3cccs3)CC2c2ccc(OC)cc2)C(=O)C1=O (stereo not drawn)	5	-2
O=c1[nH]ncc(N2CCCC2)c1Cl	6	0
CN(CC(O)COCc1ccc2c(c1)OCO2)C1CCCCC1 (stereo not drawn)	-2	-11
CC(C)N(Cc1nccn1C)C(=O)CCc1nnc(CCCc2ccccc2)o1	-2	-6
Cc1ccc(NC(=O)Cn2c(O)c(N=NS(=O)(=O)c3ccc(C)cc3)c3ccccc32)cc1	4	-1
COCCNC(=O)C(c1ccncc1)N(Cc1ccccc1)C(=O)Cn1nnc2ccccc21 (stereo not drawn)	1	2
COc1cc(C=CC(=O)c2cc(OC)c(OC)c(OC)c2)cc(OC)c1OC	-1	3

The closing 7 entries of the part before lead into the next:
SMILES	ERAP1 HTS inh	RAD52 inh
CCN1CCN(CC(=O)N2N=C(c3cccs3)CC2c2ccc(OC)cc2)C(=O)C1=O (stereo not drawn)	5	-2
O=c1[nH]ncc(N2CCCC2)c1Cl	6	0
CN(CC(O)COCc1ccc2c(c1)OCO2)C1CCCCC1 (stereo not drawn)	-2	-11
CC(C)N(Cc1nccn1C)C(=O)CCc1nnc(CCCc2ccccc2)o1	-2	-6
Cc1ccc(NC(=O)Cn2c(O)c(N=NS(=O)(=O)c3ccc(C)cc3)c3ccccc32)cc1	4	-1
COCCNC(=O)C(c1ccncc1)N(Cc1ccccc1)C(=O)Cn1nnc2ccccc21 (stereo not drawn)	1	2
COc1cc(C=CC(=O)c2cc(OC)c(OC)c(OC)c2)cc(OC)c1OC	-1	3
CCc1noc(C)c1C(=O)Nc1cc(C(F)(F)F)ccc1-n1cncn1	4	-14
CCCCC(=O)OCc1nc(N)nc(Nc2ccccc2C)n1	0	-26
CCOc1ccc(/C=N/NC(=O)C(C)Sc2ccccn2)cc1OCC (stereo not drawn)	6	-5
O=C(COC(=O)CC1SC(N2CCCC2)=NC1=O)Nc1ccc(Br)cc1 (stereo not drawn)	-1	-4
O=C(NCC1CCCO1)C1CC1(c1ccccc1)c1ccccc1 (stereo not drawn)	-5	0
CCOc1ccc2nc(SCCNS(=O)(=O)c3ccccc3)sc2c1	-1	-10
Cc1nn(-c2ccc(F)cc2)c(Cl)c1/C=C/C(=O)OCC(=O)Nc1c(F)c(F)c(F)c(F)c1F	3	-3
N#CCSc1nccc(/C=C/c2ccccc2)n1	-1	-7
CCOC(=O)c1c(NC(=O)CN2CCN(C)CC2)sc(C(=O)Nc2ccccc2)c1C	4	4
Cc1ccc(C)c(NC(=O)CCn2cnnn2)c1	6	4
Cc1ccc([N+](=O)[O-])cc1N=C(c1ccc([N+](=O)[O-])cc1)N1CCOCC1	1	-15
COc1ccccc1CSc1ncc(-c2ccc([N+](=O)[O-])cc2)[nH]1	0	-16
O=[N+]([O-])c1ccc(Oc2cnc3ccccc3n2)cc1	5	8
CSc1nc2ccc(NC(=O)CSc3nnc(N)s3)cc2s1	7	0
COc1ccc(-c2cc(-c3n[nH]c(=S)n3-c3ccccc3Cl)[nH]n2)cc1	11	-2
Cc1oc(-c2cccc(F)c2)nc1CN1CCCCC1CCn1cccn1 (stereo not drawn)	9	-18
NC(=O)c1ccc(NC(=O)COC(=O)CCCN2C(=O)c3cccc4cccc(c34)C2=O)cc1	-8	-9
Cc1ccc2cc(/C=N/NC(=O)[C@@H]3CCCN3)c(Cl)nc2c1	1	31
Cc1ccc(CN2CCN(Cc3ccccn3)CC2CCO)cc1 (stereo not drawn)	-3	-10
C/C=C/c1ccc(OCC(=O)OCc2csc(Nc3ccc(C)cc3)n2)c(OC)c1	2	-24
C=C1CC2(OC1=O)c1ccccc1CCc1ccccc12	-3	-12
O=C(CN1CCCc2ccccc21)Nc1ccc(F)cc1[N+](=O)[O-]	1	4
CC(C)(O)C#Cc1ccc(CN2CCN(C3CCCCC3)C(CCO)C2)cc1 (stereo not drawn)	-1	-10
COc1cc2c(cc1OC)CN(C(=S)NC(=O)c1ccccc1)CC2	1	-15
Cc1cc(CSc2nc(C)cc(=O)[nH]2)c2ncccc2c1	8	-10
N/C(=N\OC(=O)C1CCCCC1)c1cccnc1	-2	6
N#C/C(=C\c1ccc(Sc2ccc(Cl)cc2)o1)c1nc2ccccc2[nH]1	3	-165
Cc1ccc2c(c1)C=CC(C#N)N2C(=O)c1ccccc1 (stereo not drawn)	7	-15
CC(=O)c1sc(NC(=O)COc2ccc(Br)cc2)nc1C	-5	-67
O=C(/C=C\c1ccco1)Oc1cccc2cccnc12	-2	-13
CN(C)c1ccc(NC(=O)/C=C/c2c(Cl)cccc2Cl)cc1	0	-28
CC(C(O)c1cc(=O)c(OCc2ccccc2)co1)[N+](=O)[O-] (stereo not drawn)	1	-10
O=C(O)C/C=C(\NC(=O)OCc1ccccc1)C(=O)OCc1ccccc1	0	-7
CN(C)c1ccc(C(=S)Nc2ccccc2)cc1	2	4
O=C1CC(NS(=O)(=O)c2cccs2)CN1c1ccc(Cl)cc1 (stereo not drawn)	-1	-5
Cc1ccc(/C=N/NC(=O)CNC(=O)c2ccc(S(=O)(=O)N3CCCC3)cc2)o1	8	-9

Some of the entries so far, with two lines to a compound:
Order of values: ERAP1 HTS inh	RAD52 inh
> CC(C(O)c1cc(=O)c(OCc2ccccc2)co1)[N+](=O)[O-] (stereo not drawn)
    1	-10
> O=C(O)C/C=C(\NC(=O)OCc1ccccc1)C(=O)OCc1ccccc1
    0	-7
> CN(C)c1ccc(C(=S)Nc2ccccc2)cc1
    2	4
> O=C1CC(NS(=O)(=O)c2cccs2)CN1c1ccc(Cl)cc1 (stereo not drawn)
    -1	-5
> Cc1ccc(/C=N/NC(=O)CNC(=O)c2ccc(S(=O)(=O)N3CCCC3)cc2)o1
    8	-9

Following part.
SMILES	ERAP1 HTS inh	RAD52 inh
CC1(C)CC(=O)C(CC(=O)NC2CCCc3ccccc32)C(=O)C1 (stereo not drawn)	0	-16
N#Cc1ccc(/C=N/NC(=O)c2cccc(S(=O)(=O)N3CCOCC3)c2)cc1	1	-17
COc1cc2c(cc1NC(=S)NC(=O)/C=C/c1ccco1)oc1ccccc12	-3	-13
Cc1ccccc1NS(=O)(=O)c1ccc(C(=O)NCCCN2CCCC2=O)cc1	2	-12
CC(=O)Nc1ccc(S(=O)(=O)N(C)Cc2ccccc2)cc1	1	-14
CNC(=O)/C(C#N)=C/c1c(F)cccc1Cl	-1	-1
Cc1ccc2nc(Nc3nc(CSc4nnc(C)s4)cc(=O)[nH]3)nc(C)c2c1	-3	-5
CC(C)(C)C(=O)Nc1ccc(Sc2ccc([N+](=O)[O-])cc2)cc1	0	-19
O=C(O)c1ccccc1-c1ccccc1C(=O)NCc1cccc(C(F)(F)F)c1	0	-12
CCOC(=O)[C@]12CCC=C1N(Cc1cccc3ccccc13)C(=O)[C@H](CC(=O)NCc1cccc3ccccc13)C2	2	-24
CCOCCCNC(=O)c1cn(CC(C)C)c(=O)c2c1c1ccccc1n2C	0	-16
COc1cccc(OC)c1C(=O)Nc1cccnc1	2	-1
Cc1cnc(C(=O)N2CCc3c([nH]c4ccccc34)C2c2ccc(F)cc2)cn1 (stereo not drawn)	0	-16
CSc1ccccc1C(=O)C1CCCN(C(=O)CCN2CCCO2)C1 (stereo not drawn)	1	-4
O=[N+]([O-])c1ccc(S(=O)(=O)NCCc2ccncc2)cc1	1	-5
Cc1ccc2c(c1)c(N=O)c(O)n2Cc1ccc(Cl)cc1	4	0
